Assay outcomes from PubChem BioAssay.
Shn3 3UTR inh: reduction of Shn3 3'UTR firefly luciferase signal, primary screen, Schnurri-3 inhibitor project, cell-based, Clone20 osteoblasts, set 2; AID 588674, 2011; inhibition, % at 12.5 µM; Clone20 osteoblast Shn3 3'UTR firefly luciferase, 24 h; hit rate 0.52% among 360,000;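 active means mean inhibition of at least 75% with every replicate also reaching 75%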;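 further: 0% = median of neutral control wells and 100% = pilot-screen positive control compound; some compounds past the cut are filed as inactive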
Peg3 promoter: Peg3 promoter-driven luciferase inhibitors, primary screen, cell-based, HeLa, luciferase luminescence | HeLa PEG-Prom luciferase reporter, overnight | inhibition, % at 20 µM | hit rate 1.7% among 360,000;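 active means inhibition of at least 50% at 20 µM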
NR2E3 ag-1: inhibitors of NR2E3-RetCOR corepressor binding, primary screen, NR2E3 agonist project, biochemical, TR-FRET, GST-NR2E3, biotin-RetCOR. 1536-well. inhibition of corepressor binding, % at 4.78 µM. AID 2300, 2010. Photoreceptor-specific nuclear receptor (Homo sapiens), Q9Y5X4. hit rate 0.12% among 320,000;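 active means percent inhibition above the cutoff of mean plus 3 SD of all tested compounds, set per screening campaign, cut at about 20% in these data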;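 further: 0% = DMSO wells and 100% = biotin wells as full block of FRET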
Target sequence (Q9Y5X4 whole entry, looked up): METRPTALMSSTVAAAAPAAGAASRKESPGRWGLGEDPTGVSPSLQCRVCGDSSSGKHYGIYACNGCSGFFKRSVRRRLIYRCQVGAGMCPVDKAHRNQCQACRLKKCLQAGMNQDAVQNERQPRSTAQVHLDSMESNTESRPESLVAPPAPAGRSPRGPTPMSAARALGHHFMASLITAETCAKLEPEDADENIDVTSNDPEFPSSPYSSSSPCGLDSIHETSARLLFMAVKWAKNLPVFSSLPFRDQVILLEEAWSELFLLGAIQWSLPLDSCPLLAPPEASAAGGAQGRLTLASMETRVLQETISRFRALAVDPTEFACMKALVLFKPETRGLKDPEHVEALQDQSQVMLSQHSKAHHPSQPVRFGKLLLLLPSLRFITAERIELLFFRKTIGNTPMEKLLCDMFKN
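Material: NR2E3–RetCOR corepressor complex / Incubation: Compound–protein incubation for 5 h at 4 °C / Dosing: compound at 4.8 µM, single dose / Detection: time-resolved FRET / Benchmarks: high control biotin, low control 0.6% DMSO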
NR2E3 ag-2: NR2E3 agonists in two-hybrid cells, primary screen, cell-based, luminescence, CHO-S, Gal4-NCOR/VP16-NR2E3; luciferase; inhibition of corepressor binding, % at 3.98 µM; hit rate 0.35% among 360,000; AID 602229, 2012;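 active means inhibition above the mean of all tested compounds plus 3 SD, cut at about 70% in these data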;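 further: 0% = DMSO with NR2E3 transfected cells and 100% = cells lacking NR2E3 construct; higher means lower luciferase signal from less NR2E3 corepressor binding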
TROY signal inh: inhibitors of TROY-driven NF-kB signaling, primary screen, Q293 LMP1-TROYcd cells, NF-kB luciferase, uHTS; Q293 LMP1-TROYcd NF-kB luciferase reporter, 4 h; inhibition, % at 10 µM; hit rate 0.98% among 360,000; AID 1347056, 2019;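 active means compounds whose plate-normalised and pattern-corrected inhibition of the luciferase reporter signal at the single screening dose is 50% or more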
C8 TRAIL sens: viability loss with TRAIL in NB7+C8 cells, primary screen, TRAIL sensitizer project, cell-based, ATPlite luminescence | AID 624354, 2012 | hit rate 1% among 360,000 | inhibition (viability loss, TRAIL sensitization), % at 10 µM;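 active means compounds causing at least 50% loss of cell viability in the single-dose screen, relative to plate controls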
TWEAK Fn14 block: inhibitors of TWEAK-Fn14 signaling, primary screen, luciferase reporter cells, uHTS. TWEAK-stimulated Fn14 reporter cells, luciferase luminescence, 8 h. hit rate 2% among 360,000. inhibition, % at 10 µM; in the data active means inhibition above about 50%
KKLEB tox: cytotoxicity in KKLEB CF airway cells, primary screen, cytotoxicity control for CF NF-kB inhibitor project, cell-based, uHTS, fluorescence assay plates; KKLEB CF airway cells viability, ATPlite luminescence, overnight; hits give low values; cells stimulated with P. aeruginosa culture filtrate; activity change (cytotoxicity), % at 5 µM; hit rate 0.36% among 360,000;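 active means corrected activity change at or below -50% at 5 µM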
CF NFkB block: inhibitors of PAF-induced NF-kB signaling, primary screen, cell-based, GFP fluorescence, uHTS | hit rate 0.86% among 360,000 | AID 588850, 2011 | inhibition, % at 5 µM | KKLEB NF-kB-GFP reporter, GFP fluorescence overnight;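 active means at least 50% inhibition at 5 µM, scaled per plate between neutral and stimulator controls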;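 further: PAF is a Pseudomonas aeruginosa culture filtrate used as stimulus; plate controls were PAF-stimulated DMSO wells for no effect and unstimulated DMSO wells for full effect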
MITF TRPM1 inh: inhibitors of MITF-dependent TRPM1 promoter reporter, primary screen, cell-based, SK-MEL-5, single point, luciferase; SK-MEL-5 TRPM1 promoter luciferase, 24 h; inhibition, % at 12.5 µM; hit rate 0.83% among 330,000; AID 488899, 2010;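 active means mean inhibition across replicates of 60% or more, whatever share of single replicates reaches that level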; further: values of inactives mirror those of a sister screen read the other way
HIF-2a inh: HIF-2a reporter inhibitors, primary screen, luminescence, 786-0 RCC cells; 786-0 RCC cells HIF-2a reporter, luciferase luminescence, overnight; inhibition, % at 18.8 µM; hit rate 0.72% among 360,000; AID 624352, 2012;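 active means inhibition of the luminescence signal of 40% or more relative to plate controls, in a single-dose primary screen at 18.75 µM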
* = called active by the depositor; . = no result given.

SMILES	Shn3 3UTR inh	Peg3 promoter	NR2E3 ag-1	NR2E3 ag-2	TROY signal inh	C8 TRAIL sens	TWEAK Fn14 block	KKLEB tox	CF NFkB block	MITF TRPM1 inh	HIF-2a inh
Cc1ccccc1CSCCNC(=O)c1ccc(Cl)c(S(=O)(=O)N2CCOCC2)c1	19	26	0	19	15	8	14	6	-11	5	15
CCC(C)Oc1nc2c(c(=O)n(C)c(=O)n2C)n1C (stereo unspecified)	7	14	0	23	-28	-4	31	-6	-4	-2	10
Cc1cc(C)c(NC(=O)C2CCCN2CCO)c(C)c1 (stereo unspecified)	19	-5	-1	1	0	4	-4	3	-1	10	7
O=C(CSc1nc(-c2ccco2)cc(C(F)(F)F)n1)NCCCN1CCOCC1	-6	4	4	-19	-4	-15	20	-4	3	-4	7
CSc1nsc(SCC(=O)Nc2ccc(C(C)=O)cc2)n1	-57	-252	-2	-110	-37	4	4	-1	-5	-35	-293
COc1ccc(C(=O)N2CCSC2=S)cc1OC	-4	14	-1	7	.	-1	24	-2	3	9	13
COc1ccc(-c2cnnn2-c2ccc([N+](=O)[O-])cc2)cc1	-3	-31	2	-25	-35	-5	2	1	5	12	-43
O=C(NCCCn1ccnc1)c1ccc2c(c1)OCCO2	9	3	-1	-21	-14	10	-1	2	-7	-8	-2
CCOC(=O)CCc1c(C)nc(SCCCn2c(=O)[nH]c3ccccc32)c(C#N)c1C	6	12	3	1	14	-7	0	3	13	0	21
CC1CCN(S(=O)(=O)c2ccc(C(=O)Nc3ccccc3-c3nc4ccccc4[nH]3)cc2)CC1	19	7	-2	6	22	9	25	-44	30	19	0
O=C1N=C(N2CCOCC2)CS1	-12	0	1	-16	18	-19	-10	6	11	12	14
CN(C)/C=C/C(=O)c1cnc2sccn2c1=O	12	8	0	-8	12	-12	1	8	7	-1	2
Cc1cccc(-n2ncc3c(N4CCC(C)CC4)ncnc32)c1	-43	-322	2	-155	46	50*	30	-23	9	-47	-137
CCC1C(=O)CC(c2ccco2)NC1c1ccco1 (stereo unspecified)	3	-4	4	-6	-1	5	-1	18	-5	6	-1
COc1cc(CC(=O)Nc2ccc3nc(SC)sc3c2)cc(OC)c1OC	6	19	4	-14	-13	-9	-21	2	4	16	-11
Cc1cccc(NC(=O)N(Cc2cc3cc(C)ccc3[nH]c2=O)CC2COCCO2)c1 (stereo unspecified)	1	11	1	-1	13	-3	-4	11	-17	5	-11
Cn1c(N)c(C(=O)COC(=O)CCc2nc3ccccc3s2)c(=O)n(C)c1=O	-7	8	-1	-3	14	7	2	-2	-16	2	14
CC1=CN2C(=N)/C(=C/c3ccco3)C(=O)N=C2S1	-117	-333	4	-160	40	58*	81*	-3	-18	-56	-194
Cc1cc(C(=O)N/N=C/C=C/c2cccc([N+](=O)[O-])c2)n[nH]1	6	-4	-3	11	10	-16	-2	2	-18	-23	-14
Cc1ccccc1OCc1nc2ccccc2c(=O)n1/N=C/c1cn[nH]c1-c1ccc(Br)cc1	-35	61*	1	22	-33	-13	15	-12	31	-17	-5

Structures listed so far that bear a hit mark in Peg3 promoter.
| mol | Shn3 3UTR inh | Peg3 promoter | NR2E3 ag-1 | NR2E3 ag-2 | TWEAK Fn14 block | CF NFkB block | MITF TRPM1 inh | HIF-2a inh |
| --- | --- | --- | --- | --- | --- | --- | --- | --- |
| Cc1ccccc1OCc1nc2ccccc2c(=O)n1/N=C/c1cn[nH]c1-c1ccc(Br)cc1 | -35 | 61* | 1 | 22 | 15 | 31 | -17 | -5 |

Next part:
SMILES	Shn3 3UTR inh	Peg3 promoter	NR2E3 ag-1	NR2E3 ag-2	TROY signal inh	C8 TRAIL sens	TWEAK Fn14 block	KKLEB tox	CF NFkB block	MITF TRPM1 inh	HIF-2a inh
S=C(NC1CCCCC1)N1CCOCCOCCN(C(=S)NC2CCCCC2)CCOCCOCC1	17	23	-3	-8	-14	7	-10	-13	12	.	6
Cc1ccc(S(=O)(=O)CCC(=O)O)cc1C	-7	4	2	-19	-4	-23	13	1	5	7	-11
Cc1ccc(C)c(N2N=C(C(=O)NCCN3C(=O)S/C(=C\c4cccnc4)C3=O)CCC2=O)c1	5	1	-5	13	-13	-7	1	-2	0	8	8
OCC1(CCc2ccccc2)CCCN(C/C=C/c2ccccc2)C1 (stereo unspecified)	20	11	-2	-26	-7	5	3	2	-6	4	-1
Cc1ccc2cc(CN(CCN3CCCC3)C(=O)Nc3ccc(F)cc3)c(=O)[nH]c2c1C	-2	-6	1	-10	25	-11	5	-3	-6	8	8
CC(Oc1ccccc1)C(=O)Nc1ccc(S(=O)(=O)N2CCOCC2)cc1 (stereo unspecified)	11	21	-4	-8	-3	-16	-12	0	13	8	19
Cc1nn(-c2ccc(C(=O)O)cc2)c(C)c1Oc1ccccc1O	14	-22	1	-44	-23	7	-2	-8	6	-19	-26
COc1cccc(NS(=O)(=O)c2ccc3c(c2)CC(=O)N3)c1	1	-9	7	15	-13	12	2	4	-13	3	12
COc1cccc(N2CCN(CC(=O)NC(=O)NCc3ccco3)CC2)c1	-18	10	4	9	5	-14	-4	2	-3	-12	13
CCCCC[C@H](C)N1C[C@H](COCc2ccccc2)Oc2cc(N3CCC[C@H]3C(N)=O)ccc2S1(=O)=O	.	.	.	-11	4	-2	20	.	.	.	16
Cc1ccc(OCC(=O)Nc2ccc3c(c2)nc(CCN2CCCCC2)n3C)cc1	-9	2	3	4	-23	0	-2	-10	9	-6	1
O=C(N/N=C/c1ccc(OC(F)F)cc1OC(F)F)c1cccc(S(=O)(=O)N2CCOCC2)c1	-4	9	-3	4	22	2	-8	3	5	14	26
CCOC(=O)N1CCN(C(=O)CSc2nnc(-c3cc(OC)ccc3OC)o2)CC1	0	13	.	-10	-1	1	-1	-2	-6	5	6
COc1cccc(N/C(N)=N/c2nc(C)cc(=O)[nH]2)c1	-7	11	0	-19	0	7	-2	6	-1	-2	12
Fc1ccccc1CNc1nc(NCC2CC2)nc2ccsc12	71	17	.	18	43	16	-28	-4	-5	.	7
CC(C)(C)[C@]1(O)CCN2C[C@H]3c4ccccc4CCc4cccc(c43)[C@@H]2C1	27	10	1	-6	13	-11	17	-17	6	8	-10
O=C(NN1CCOCC1)c1cc(S(=O)(=O)Nc2cccc(C(F)(F)F)c2)ccc1Cl	1	5	0	-6	4	3	3	4	-4	-13	12
C=CCC[C@@H](Cc1ccc(F)cc1)C(=O)O[C@H](CNC(=O)[C@@H](CC=C)CC(=O)N[C@H](CO)Cc1ccccc1)c1ccccc1	15	37	.	-11	3	0	7	-10	-12	-11	7
COc1ccc(N2CCOCC2)c(NC(=O)COc2cccc(C)c2C)c1	24	37	-1	-25	-10	6	1	1	16	11	8
COC(=O)N/N=C/c1cn(Cc2ccc(Cl)cc2Cl)c2ccccc12	47	4	0	-4	49	12	21	-2	-6	16	8

Ordered by value in Peg3 promoter (ascending): 3 of the compounds above
SMILES	Peg3 promoter
Cc1nn(-c2ccc(C(=O)O)cc2)c(C)c1Oc1ccccc1O	-22
Cc1ccc(S(=O)(=O)CCC(=O)O)cc1C	4
COc1ccc(N2CCOCC2)c(NC(=O)COc2cccc(C)c2C)c1	37

Next results.
SMILES	Shn3 3UTR inh	Peg3 promoter	NR2E3 ag-1	NR2E3 ag-2	TROY signal inh	C8 TRAIL sens	TWEAK Fn14 block	KKLEB tox	CF NFkB block	MITF TRPM1 inh	HIF-2a inh
COc1ccc(S(=O)(=O)N2CCOCC2)cc1NC(=O)CN1CCCc2ccccc21	66	9	.	-38	-10	4	10	-6	-10	6	19
O=C(NCCC1CCCCN1S(=O)(=O)c1cccs1)C(=O)NCc1ccccc1 (stereo unspecified)	22	16	0	-7	1	19	1	-20	14	8	12
COC(=O)[C@]1(CC(C)C)N[C@H](c2ccc(-c3ccc4c(c3)OCO4)cc2)[C@@H]2C(=O)N(C)C(=O)[C@@H]21	5	-25	2	-11	-14	4	-13	11	-10	-10	-17
NS(=O)(=O)c1cc(C(=O)OCCNC(=O)c2ccccc2)c(Cl)cc1Cl	8	2	-5	-30	3	18	-7	-4	12	2	8
O=C(NCc1ccco1)c1ccc(NS(=O)(=O)c2cccc(F)c2)cc1	7	8	1	-6	11	8	-3	3	-12	10	8
Cc1ccc(OC(C)C(=O)O)cc1C (stereo unspecified)	8	-2	-1	-23	-2	-11	-19	1	-6	0	12
COc1cccc(C(=O)Nc2cc(S(=O)(=O)N3CCCCC3)ccc2OC)c1	18	14	-1	-41	-21	-20	14	-24	14	-7	18
CC(C)CNC(=O)COC(=O)c1ccccc1OCC(=O)Nc1ccc(Br)cc1	-1	14	0	20	1	5	-51	-2	-7	8	18
O=C(c1ccc(Br)o1)N(Cc1ccccc1)Cc1ccccc1	-1	10	0	-6	-3	11	-1	-6	5	-18	0
c1ccc(C2=Nn3c(nnc3-c3cc(-c4ccccc4)n[nH]3)SC2)cc1	-16	-106	3	-27	-34	8	35	-5	-57	-50	-149
CCOC(=O)C1=C(C)NC2=C(C1c1ccc([N+](=O)[O-])cc1)S(=O)(=O)c1ccccc12 (stereo unspecified)	22	29	-1	-13	10	-9	-7	2	-17	0	20
COc1ccc(NC(=O)C(C)N2CCN(C)CC2)cc1 (stereo unspecified)	-7	3	3	9	4	4	14	-8	-2	0	15
COCC(=O)NCc1ccc2c(c1)cc(C)n2C	0	21	1	7	10	-3	-8	2	13	12	12
O=C(CSc1nnc(COc2ccccc2)n1Cc1ccco1)c1ccc(F)cc1	-32	15	-1	-13	14	-2	8	10	1	1	0
COc1ccc(S(=O)(=O)NC2CC(C)(C)NC(C)(C)C2)cc1	5	2	1	-6	-21	-6	-1	4	28	10	7
CCSc1nnc(NS(=O)(=O)c2ccc(C)cc2)s1	8	14	1	8	5	-7	-1	6	0	5	12
COc1cc2c(cc1OC)C(c1cccc(Cl)c1)CC(=O)N2 (stereo unspecified)	21	22	.	23	-38	7	-16	13	-24	-4	13
COC(=O)Cn1c2ccc(OC)cc2c2nc(C)sc21	5	10	0	-7	11	-13	-13	-7	4	-5	6
Cc1ccc(OCC(=O)c2c(O)c3ccccc3oc2=O)cc1C	-17	-3	-5	-6	62*	17	7	0	-5	-6	9
Cc1cc(C)n2c(SCCO)nnc2n1	.	15	0	-16	6	8	10	14	3	-7	7
O=C(O)CCC(=O)NC1CCCCCCC1	-7	13	5	-7	7	-9	12	-1	5	6	12
Cc1nc(S(=O)(=O)c2ccc(Cl)cc2)c(N(C)C)o1	20	-7	-1	-1	-4	-26	-1	-4	-2	2	10
COc1cc(C)c(S(=O)(=O)N2CCOCC2)cc1C	4	-7	3	-2	8	-2	-2	-21	10	8	0

Only part of the results is shown; the hit share may differ from the screen's.
